TDP1 cell CPT: DT40-hTDP1 cell growth loss with CPT; chicken DT40 Tdp1-/-;hTDP1 cells + 20 nM CPT, ATP luminescence, 48 h; Potency, µM (highest dose often 46.2 µM), for inactives: at the top dose activity change, negative = growth inhibition, most hits filed as inhibitors; actives 12% (n = 420,000); further: nearly all actives have a fitted effect of over 55% in size
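Chicken DT40 Tdp1-/- cells stably complemented with human TDP1 were seeded at 400 cells/well in medium containing 20 nM camptothecin, exposed to pin-transferred compounds, and grown at 37 °C for at least 48 hr. Viability was read as ATP luminescence.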
DT40 TDP1 no CPT: qHTS for Inhibitors of human tyrosyl-DNA phosphodiesterase 1 (TDP1): qHTS in cells in absence of CPT; AID 686978, 2013; Potency, µM (highest dose often 46.2 µM), for the others: at the highest dose activity change, negative = growth inhibition, hits mostly inhibitors; actives 15% (n = 420,000); DT40 Tdp1-/- hTDP1 cells, no CPT, ATP luminescence, 48 h; further: nearly all actives have a fitted effect of over 55% in size
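Seeded 400 DT40-hTDP1 cells/well (vehicle DMSO, no 20 nM CPT); pinned compounds; ≥48 hr at 37 °C; CellTiter-Glo luminescence as viability measure.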
GCN5L2 inh: blocks human GCN5L2 histone acetyltransferase; Q92830; GCN5L2 HAT assay, ThioGlo1 CoA-SH fluorescence; Potency, µM (titrated, usually from 58.9 µM), inactives show at the top dose activity change, negative = inhibition, usual class: inhibitors; actives 0.21% (n = 390,000); AID 504327
Target sequence (Q92830 whole entry, looked up): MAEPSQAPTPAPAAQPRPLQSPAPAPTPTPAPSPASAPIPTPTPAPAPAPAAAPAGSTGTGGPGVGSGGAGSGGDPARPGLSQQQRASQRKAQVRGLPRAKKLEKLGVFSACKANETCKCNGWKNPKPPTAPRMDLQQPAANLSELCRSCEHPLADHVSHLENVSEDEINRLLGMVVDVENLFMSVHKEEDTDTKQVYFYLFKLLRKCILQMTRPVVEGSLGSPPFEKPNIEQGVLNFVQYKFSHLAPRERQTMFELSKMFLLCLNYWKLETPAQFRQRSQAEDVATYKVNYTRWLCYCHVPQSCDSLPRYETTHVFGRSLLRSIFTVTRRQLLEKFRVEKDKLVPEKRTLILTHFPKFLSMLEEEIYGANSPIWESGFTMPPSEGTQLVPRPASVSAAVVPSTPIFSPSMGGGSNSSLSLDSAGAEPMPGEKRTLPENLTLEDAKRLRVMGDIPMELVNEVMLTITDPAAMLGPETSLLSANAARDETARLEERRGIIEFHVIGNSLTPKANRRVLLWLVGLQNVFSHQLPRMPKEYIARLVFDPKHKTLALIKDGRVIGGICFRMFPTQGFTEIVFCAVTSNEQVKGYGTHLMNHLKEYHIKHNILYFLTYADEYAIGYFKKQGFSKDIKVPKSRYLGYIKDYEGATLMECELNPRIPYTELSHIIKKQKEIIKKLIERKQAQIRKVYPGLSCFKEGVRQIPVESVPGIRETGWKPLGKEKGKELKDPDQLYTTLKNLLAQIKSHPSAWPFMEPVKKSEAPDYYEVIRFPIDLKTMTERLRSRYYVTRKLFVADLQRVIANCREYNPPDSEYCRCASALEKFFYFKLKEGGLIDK
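Titration-based screen in which CoA formation is detected via maleimide probe ThioGlo1 (50uM) turning fluorescent on thiol reaction; substrates H3(1-25) 75uM and acetyl-CoA 70uM, GCN5L2 20nM, 20 min incubation at room temperature.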
* marks the source's active call; other numbers are inactive results; ? = inconclusive; . = no result given; & = joins results of further samples; [ ] = remark or other dose. The call rests on the fitted dose curve; in most records, active means well fitted curve in the direction sought with a large enough effect; inconclusive means small, poorly fitted or top-dose-only effect, or another doubt; inactive means no such curve, though single readings can be large; an effect the other way counts as inactive or inconclusive. On the % scale 0 is the no-effect control and ±100 the full control effect; potency means the concentration at half of the fitted maximal effect.

SMILES	TDP1 cell CPT	DT40 TDP1 no CPT	GCN5L2 inh
COc1ccccc1C(=O)NCCC(=O)N(C)Cc1cccs1	-2%	3%	0%
COc1ccc(NC(C)C(=O)N/N=C/c2cc(Br)ccc2OC)cc1 (centres undefined)	-4%	-6%	-1%
CCOc1ccc(NC(=O)c2ccc3c(SCC(=O)O)c4c(nc3c2)CCC4)cc1	15%	11%	-1%
CCCCc1nnc(SCc2cc(=O)c3cc(C(=O)OCC)ccc3[nH]2)n1C	-5%	-2%	-5%
CCCc1nn(C)c(C(=O)Nc2cccc(Cl)c2)c1Cl	-29%	-19%	-2%
COCc1nnc(NC(=O)c2ccc(S(=O)(=O)N3CCOCC3)cc2)o1	-9%	-3%	2%
Nc1ccc(/C=C/c2ccc3ncccc3c2)cc1	?	?	-24%
CC(OC(=O)c1oc2ccccc2c1CSC1CCCCC1)C(=O)NC(N)=O (centres undefined)	-10%	?	3%
Oc1ccccc1-n1c(-c2ccccc2)ccc1-c1ccccc1	?	-25%	-26%
CCC(C)C(NC(=O)c1ccccc1NC(=O)c1ccco1)C(=O)O (centres undefined)	-2%	9%	0%
C#CCNC(=O)C1=C[C@H](c2cn(C(C)=O)c3ccccc23)C[C@H](OCc2ccc(CO)cc2)O1	18µM*	16µM*	-6%
CC(C)c1cc(/C=C(\C#N)C(=O)NCCCc2ccccc2)cc(C(C)C)c1O	21µM*	21µM*	-11%
Cc1ccc(-c2nc3ncccn3c2NC(=O)C2CC2)cc1	-11%	-8%	-26%
CC(C)=CCc1c(O)cc2c(=O)c3ccc(O)cc3oc2c1O	-16%	?	.
O=C(O)c1cc2ccccc2c(=O)s1	-3%	-7%	-18%
CN1CCN(C(=O)c2cccc(NS(=O)(=O)c3ccc(Br)cc3)c2)CC1	-25%	-20%	-5%
Cc1onc(-c2c(Cl)cccc2Cl)c1C(=O)c1ccccc1	23µM*	21µM*	-9%
Cc1ccccc1N(CC(=O)N1CCN(Cc2ccccc2)CC1)S(C)(=O)=O	0%	?	.
CCOc1cc(CNn2cnnc2)ccc1OCC(=O)NC1CCCCC1	-4%	-1%	-6%
O=C(Cn1ncc(Cl)c(Cl)c1=O)N1CCN(Cc2ccccc2)CC1	3.3µM*	3.3µM*	-6%
CCOc1ccccc1NC(=O)CNC(=O)Cc1ccccc1	-3%	9%	-3%
Nc1c(C(=O)c2ccccc2)sc2nsc(SCCN3CCCC3)c12	?	?	-14%
CCOc1cc(CNC(=O)NC2COc3ccccc3C2)cc(OCC)c1OCC (centres undefined)	?	?	0%
OCCN1CCN(c2ncnc3c2cnn3-c2cccc(Cl)c2)CC1	?	?	4%
CCN(CC)CCN1C(=O)C(=O)/C(=C(/O)c2cnn(-c3ccccc3)c2C)C1c1cccnc1 (centres undefined)	2%	-1%	-5%
CCCCn1c(N)c(N(CCOC)C(=O)C2CC(=O)N(Cc3ccco3)C2)c(=O)[nH]c1=O (centres undefined)	-10%	27%	2%
CC(NCC(O)COC1CCC(C(C)(C)C)CC1)c1ccccc1 (centres undefined)	?	21µM*	-6%
CN(Cc1ccccc1F)C(=O)c1cccc(NC(=O)CC2SC(N3CCCCC3)=NC2=O)c1 (centres undefined)	18µM*	23µM*	.
CCC(C)(C)n1nnnc1CN(Cc1cccs1)Cc1cc2cc(OC)ccc2[nH]c1=O	?	?	-7%
O=C1C=C(c2ccc(CO)cc2)C[C@@H](c2ccc(F)cc2)C1	-29%	23µM*	.

Individual results from above.
Result for Nc1c(C(=O)c2ccccc2)sc2nsc(SCCN3CCCC3)c12 under GCN5L2 inh: -14%
Result for CC(NCC(O)COC1CCC(C(C)(C)C)CC1)c1ccccc1 (centres undefined) under DT40 TDP1 no CPT: 21µM*
Result for CN(Cc1ccccc1F)C(=O)c1cccc(NC(=O)CC2SC(N3CCCCC3)=NC2=O)c1 (centres undefined) under DT40 TDP1 no CPT: 23µM*
Result for O=C1C=C(c2ccc(CO)cc2)C[C@@H](c2ccc(F)cc2)C1 under DT40 TDP1 no CPT: 23µM*
Result for OCCN1CCN(c2ncnc3c2cnn3-c2cccc(Cl)c2)CC1 under GCN5L2 inh: 4%
Result for CCOc1cc(CNC(=O)NC2COc3ccccc3C2)cc(OCC)c1OCC (centres undefined) under GCN5L2 inh: 0%

The listing continues.
SMILES	TDP1 cell CPT	DT40 TDP1 no CPT	GCN5L2 inh
O=C(COc1ccc(Cl)cc1Br)Nc1nnc(C2CC2)s1	5%	0%	2%
Cc1cccnc1NC(=O)C1c2ccccc2Oc2ccccc21	-29%	?	-2%
CN(C(=O)COC(=O)c1cc2c(s1)CCCCC2)c1ccccc1	-8%	-15%	-9%
O=[N+]([O-])c1ccc(-n2cnc3ccccc32)c([N+](=O)[O-])c1	?	?	-3%
Cc1ccc2nc(C(C)(C)C)c(Cc3ccsc3)n2c1	?	18µM*	.
CC(C)NC(=O)N1Cc2cc(C(=O)NC3CCCC3)nc(-c3cccc(-c4cccnc4)c3)c2[C@@H]1CCO	?	13µM*	.
O=C(CCc1ccccc1)N=C1SC2CS(=O)(=O)CC2N1c1cccc(F)c1 (centres undefined)	-3%	8%	-3%
O=S(=O)(NCc1ccccc1)c1cnc[nH]1	-2%	3%	1%
Oc1ccccc1C1=NOC(O)(C(F)F)C1 (centres undefined)	-8%	-5%	-1%
COc1ccc(-n2c(SCC(=O)C(C)(C)C)nc3ccsc3c2=O)cc1	-6%	?	-9%
Nc1c(Cl)ncnc1NCCO	2%	18%	-18%&-4%
C/C(=N\NC(=O)c1c(Cl)c(C)nn1C)c1cccc(NC(=O)C2CCCC2)c1	?	?	2%
Cc1ccc(CSc2ncnc3c2cnn3-c2ccc(C)cc2)cc1	-24%	-24%	4%
O=C1CC(c2ccco2)Cc2c1cnn2-c1nc2ccccc2s1 (centres undefined)	-1%	4%	0%
O=S(=O)(NCC(c1cccnc1)N1CCN(c2ccccc2)CC1)c1cccs1 (centres undefined)	-5%	?	-8%[0.501 µM]
CC1CC(OCC(O)CN2CCCCC2C)CC(C)(C)C1 (centres undefined)	-1%	-28%	-7%
COc1nc(N)nc2nc[nH]c12	2%	4%	0%
CCCCn1cc(S(=O)(=O)c2ccccc2)c(=O)c2cc(C)ccc21	-6%	-15%	3%
CCC1CCCCN1C(=O)CSc1nc2c(c(=O)n1C)SC(C)C2 (centres undefined)	?	?	-3%
COc1ccc(N2CCN(c3csc4ccc(Cl)cc4c3=O)CC2)cc1	?	?	?
COc1ccc(Cl)cc1C(=O)OCC(=O)N(C)CC(=O)Nc1ccc(F)cc1	2%	14%	-6%
Cc1[nH]n2c(=O)c3c(nc2c1-c1ccc(Cl)cc1)CCC3	12µM*	21µM*	-1%
COc1ccc(-n2c(/C=C/c3cccc(C(F)(F)F)c3)nc3ccccc3c2=O)cc1Cl	8.2µM*	13µM*	15%
O=C(COc1ccc2c(c1)OCO2)Nc1cccc(F)c1	3%	-15%	-6%
Cn1c(=O)[nH]c(=O)c2c1nc1n2CCN1Cc1ccccc1	?	-15%	0%
NCCCCCCCCCCNS(=O)(=O)c1cccc2c(Cl)cccc12	?	13µM*	-11%
Cc1cc(NC(=O)c2ccccc2)no1	0%	-19%	2%
CCOc1ccc(NC(=O)/C(C#N)=C\c2ccc(N3CCCC3)c(C)c2)cc1	?	?	.
COc1ccc(CCNC(=O)Nc2ccc3nc([C@@H]4O[C@H](CO)[C@@H](O)[C@H](O)[C@H]4O)[nH]c3c2)cc1Br	-12%	0%	.
O=C(O)CC1COc2ccccc2N1C(=O)c1ccccc1Cl (centres undefined)	5%	-15%	-9%
CN(CCCC(=O)Nc1ccccc1F)S(=O)(=O)c1ccc(F)cc1	7%	-3%	-2%
COc1ccc(-c2nnc(-c3ccc(Br)o3)o2)cc1OC	-15%	-17%	-5%
CCOc1ccccc1OCCn1nc2ccccc2n1	-23%	?	1%
Cc1cc2c3c(c1)C1(C(=O)N3C(C)(C)CC2C)C(C#N)=C(N)OC2=C1C(=O)CC(C)(C)C2 (centres undefined)	-24%	?	-9%
COc1cc(C)ccc1N(CCCN1C(=O)c2cccc3cccc(c23)C1=O)C(=O)c1cccs1	9.2µM*	9.2µM*	-17%
CCSc1nnnn1-c1cccc(C(=O)O)c1	-1%	-4%	2%
O=S(=O)(O)c1nc2ccccc2[nH]1	2%	1%	-6%
O=C(O)C1CCCCC1C(=O)NCc1ccccn1 (centres undefined)	-10%	-4%	14%
CCc1ccc(C2(C)SC(NC(C)=O)=NN2C(C)=O)cc1 (centres undefined)	-26%	-15%	?
CCC(Oc1ccccc1)C(=O)NC1C(=O)N2C1SC(C)(C)C2C(=O)O (centres undefined)	?	8%	-16%&3%
COc1ccc(CCNC(=O)c2cc(S(=O)(=O)N3CCc4ccccc43)ccc2F)cc1OC	12µM*	6.5µM*	.
Clc1ccc(-c2nnc(SCc3nc4ccccc4[nH]3)o2)c(Cl)c1	?	9.2µM*	2%
CCCCNC(=O)N(c1c(N)n(Cc2ccccc2)c(=O)[nH]c1=O)C1CCCC1	0%	24%	-7%
COc1cc(OC)c(N(C)C(=O)Nc2cn(CC(C)C)c(=O)c3ccccc23)cc1Cl	21µM*	23µM*	-17%
CCOC(=O)C1CCN(C=Nc2cc(C)on2)CC1	1%	-6%	-3%
S=C(Nc1cccnc1)N1CCc2ccccc21	2%	9%	14%
Cc1cccc(C(=O)N2CCCN(C(=O)c3cccc(C)c3)CC2)c1	-8%	?	-5%
O=C(Oc1c(-c2ccccc2)c(=O)n2c3c(cccc13)CC2)c1ccccc1	?	?	-10%
Cc1ccc(SCCC(=O)NC(C)C)cc1	-5%	3%	-3%
CCCc1cc(=O)oc2cc(O[C@@H]3O[C@H](CO)[C@@H](O)[C@H](O)[C@H]3O)ccc12	-19%	-35%	-1%
Additional structures
SMILES	TDP1 cell CPT	DT40 TDP1 no CPT	GCN5L2 inh
Cc1ccc(F)cc1NC(=O)Cn1c(=O)nc(-c2ccccc2F)c2cc(Cl)ccc21	-29%	?	2%
O=C(CSc1nc2[nH]ncc2c(=O)[nH]1)Nc1ccccc1F	1%	-7%	-12%
COc1ccccc1Nc1nc(NCc2ccco2)nc(N)c1[N+](=O)[O-]	8%	?	1%
Cc1cc(C)c(Cn2c(=O)n(-c3ccccc3Cl)c(=O)c3c(C)c(C(=O)N(C)C)sc32)c(C)c1	-5%	-2%	-1%
CCN1C(=NCc2ccc(OC)cc2)N[C@@H](c2ccccc2)[C@H](C(=O)OC)[C@H]1C	-25%	?	-8%&-19%
Cc1cccc(N2CCN(C(=O)Cn3cccc3)CC2)c1C	?	?	-12%
NC(=S)N/N=C/c1ccccc1	-2%	-23%	?
Cc1ccc(NC(=O)C(=O)NCC(c2cccnc2)N2CCN(C)CC2)cc1C (centres undefined)	-2%	-4%	-12%
COc1cc(NS(=O)(=O)c2ccc(NC(=S)NC(=O)c3sc4cc(F)ccc4c3Cl)cc2)nc(OC)n1	-4%	-28%	5%
CC1Cc2cc(/C=C3/SC(N4CCC(C(N)=O)CC4)=NC3=O)ccc2O1 (centres undefined)	15µM*	18µM*	-27%

Of the compounds above, 6 contain a furan ring, fused or not.
SMILES	TDP1 cell CPT	DT40 TDP1 no CPT	GCN5L2 inh
CC(OC(=O)c1oc2ccccc2c1CSC1CCCCC1)C(=O)NC(N)=O (centres undefined)	-10%	?	3%
CCC(C)C(NC(=O)c1ccccc1NC(=O)c1ccco1)C(=O)O (centres undefined)	-2%	9%	0%
CCCCn1c(N)c(N(CCOC)C(=O)C2CC(=O)N(Cc3ccco3)C2)c(=O)[nH]c1=O (centres undefined)	-10%	27%	2%
O=C1CC(c2ccco2)Cc2c1cnn2-c1nc2ccccc2s1 (centres undefined)	-1%	4%	0%
COc1ccc(-c2nnc(-c3ccc(Br)o3)o2)cc1OC	-15%	-17%	-5%
COc1ccccc1Nc1nc(NCc2ccco2)nc(N)c1[N+](=O)[O-]	8%	?	1%

Going on with the list.
SMILES	TDP1 cell CPT	DT40 TDP1 no CPT	GCN5L2 inh
O=C(NCc1ccc(F)cc1)c1cc(C2CCCCN2C(=O)c2ccc3c(c2)CCO3)on1 (centres undefined)	18µM*	18µM*	.
CCOc1ccc(NC(=O)Cn2c(=O)n(Cc3ccc4c(c3)OCO4)c(=O)c3ccc(C(=O)NC4CCCCC4)cc32)cc1	2.6µM*	4.6µM*	-3%
CCCCC#Cc1cncc(C(=O)NN)c1	8%	-2%	1%
COCCOC(=O)C1=C(C)NC(=O)NC1c1cn(-c2ccccc2)nc1-c1cccs1 (centres undefined)	-1%	-24%	-4%
O=C1CC(C(=O)Nc2ccccc2C(=O)O)C(c2ccccc2)O1 (centres undefined)	-17%	-9%	0%
CCOC(=O)C1(CCCc2ccccc2)CCN(C(=O)c2n[nH]c(CC)c2C)CC1	23µM*	13µM*	.
c1ccc2c(c1)nc(-c1ccncc1)n2CCNc1nc(CN2CCCCC2)cs1	-3%	-13%	1%

Assay outcomes (PubChem BioAssay)
